APJ agonist: agonists of human APJ apelin receptor | CHO-K1 APJ PathHunter beta-arrestin, luminescence; 0% DMSO wells, 100% apelin | activation, % at 20 µM | 330,000 tested, 0.11% active;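 active = activation more than six SD over the plate average, tested at 20 µM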;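 also: 0% = DMSO alone and 100% = apelin-13 at 10 nM; some results filed as inactive read as strong as hits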
Target sequence (P35414 whole entry, looked up): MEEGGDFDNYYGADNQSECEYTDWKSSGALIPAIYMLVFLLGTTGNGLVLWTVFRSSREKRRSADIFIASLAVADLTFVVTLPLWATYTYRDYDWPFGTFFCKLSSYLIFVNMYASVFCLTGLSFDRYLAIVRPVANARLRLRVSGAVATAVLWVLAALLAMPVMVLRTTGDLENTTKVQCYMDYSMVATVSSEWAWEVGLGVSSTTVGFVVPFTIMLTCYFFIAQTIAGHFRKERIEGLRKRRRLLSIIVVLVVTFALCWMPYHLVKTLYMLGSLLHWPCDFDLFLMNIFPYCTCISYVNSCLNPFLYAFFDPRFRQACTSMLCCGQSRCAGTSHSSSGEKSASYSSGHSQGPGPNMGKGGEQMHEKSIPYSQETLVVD
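Assay system: engineered CHO-K1 APJ arrestin reporter cells; Amount: 1000 CHO-K1 reporter cells seeded per well; Dosing: one dose, 20 µM compound, 1% DMSO; Times: compound stimulation 90 min at 25 °C, detection 60 min; Measured by: luminescent beta-gal fragment complementation, chemiluminescent substrate; Read-out: APJ–arrestin association signal; Controls: DMSO vs Apelin-13 10 nM.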
XBP1 UPR activ: adaptive UPR (XBP1) activation. AID 463104. 330,000 tested, 0.33% active. CHO-XBP1 luciferase reporter, IRE1-XBP1 UPR activation, luminescence; percent of tunicamycin response, DMSO as zero. activation, % at 20 µM;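 active = versus positive control, 20 µM dose yields 30% or more activation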;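 also: 100% = tunicamycin at 10 µg/mL and 0% = DMSO only wells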
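Material: CHO cell line with stable XBP1 luciferase reporter; buffer or medium: F12 medium containing 10% fetal bovine serum; compound: single point, 20 µM final compound, 1% DMSO; incubation: 6 h treatment, 37 °C; measured by: glow luminescence from Steady-Glo reagent; evaluation: activation, % of tunicamycin; control set: tunicamycin high, DMSO low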
CHOP UPR activ: activators of apoptotic arm of unfolded protein response (CHOP); CHO-CHOP luciferase reporter, UPR activation, luminescence; percent of tunicamycin response over DMSO baseline; activation, % at 10 µM; AID 449763; 330,000 tested, 0.34% active;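 active = at 10 µM dose, activation of 40% or more, normalized to positive control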;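 also: 100% = tunicamycin at 10 µg/mL and 0% = DMSO alone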
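Test system: CHO CHOP reporter cells. Input: 500 CHO-CHOP cells per well. Medium: F12 with 10% FBS. Technique: luciferase luminescence. Measure: percent activation relative to tunicamycin control. Dosing: 10 µM compound, 0.5% DMSO. Timing: 16-18 h cell attachment, then 6 h compound exposure, 37 °C.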
Mdm2-MdmX inh: human Mdm2/MdmX binding inhibition; O15151+Q00987; inhibition, % at 8 µM; AID 485346; 330,000 tested, 3% active; SaOS-2 split-luciferase Mdm2/MdmX complementation, luminescence;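 active = inhibition of at least 50% at 8 µM in the primary screen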
tim23-1 inh: tim23-1 yeast growth inhibition; S. cerevisiae tim23-1 growth, BacTiter-Glo luminescence, 24 h; inhibition, % at 20 µM; 330,000 tested, 1.3% active; AID 463212;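 active = growth inhibition of the mutant yeast at or above 50%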;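 also: temperature-sensitive mutant grown at 25 °C; plate controls were DMSO-treated mutant yeast for no effect and medium wells lacking yeast for full effect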
GRIN3A LBD mod: modulates the human NR3A ligand-binding domain. NR3A LBD differential scanning fluorimetry, Tm shift; 0% = protein alone, 100% = glycine-bound protein. Tm shift relative to glycine control, % at 25 µM. 340,000 tested, 2.5% active;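 active = melting temperature shift of at least 10% of the positive control shift, at one fixed dose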
NALP3 yeast inh: NALP3 inhibition in yeast; 330,000 tested, 0.39% active; inhibition, % at 10 µM; Yeast reconstituted NLRP3/ASC/caspase-1, beta-gal luminescence, 24 h; AID 2825;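 active = inhibition of 50% or more; inactive = inhibition below 50%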;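 also: plate controls were induced DMSO wells for no effect and uninduced yeast grown without galactose for full effect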
TIM10 inh: TIM10 yeast growth inhibition | S. cerevisiae TIM10 strain growth, BacTiter-Glo luminescence, 24 h | inhibition, % at 10 µM | 330,000 tested, 1.4% active;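 active = inhibition of 40% or more at the single tested concentration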;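 also: wild-type TIM10 isogenic control strain grown at permissive 25 °C; 0% = DMSO yeast wells and 100% = minimal medium wells without yeast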
tim10-1 inh: tim10-1 yeast growth inhibition. AID 463190. S. cerevisiae tim10-1 ts strain growth, BacTiter-Glo, 24 h. inhibition, % at 20 µM. 330,000 tested, 2.2% active;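 active = inhibition of at least 40%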;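 also: mutant grown at 25 °C; 0% = DMSO wells with yeast and 100% = wells holding no yeast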
An asterisk follows results filed as active; x = not tested or not shown.

Molecule	APJ agonist	XBP1 UPR activ	CHOP UPR activ	Mdm2-MdmX inh	tim23-1 inh	GRIN3A LBD mod	NALP3 yeast inh	TIM10 inh	tim10-1 inh
O=C(NCc1ccccc1)C1=C[C@H](c2ccccc2)C[C@H](OCc2ccc(CO)cc2)O1	5	-5	-0.8	34	23	-5	12	2	12
CCc1ccc(/C=C2/Sc3ccccc3N(CC(=O)NCCCOC)C2=O)cc1	0	3	8.6	-43	7	x	15	15	10
Cc1ccc(Oc2ccccc2/C=C/C(=O)O)cc1	-5	1	0.3	12	6	2	5	13	12
Cc1ccc(N=Cc2c(O)n(-c3cc(Cl)ccc3N3CCOCC3)c(=O)c3ccccc23)cc1C	2	-2	-0.4	11	17	1	12	14	11
Cc1cc(OCc2nc(-c3cccnc3)no2)c(C)cc1Br	-2	5	2.7	36	-1	8	12	13	-1
N#Cc1ccc(OCC(=O)NCCc2ccccn2)cc1	-6	-3	-3.9	-1	3	-3	6	8	-14
N#CC(=C1Nc2ccccc2N1)S(=O)(=O)c1ccccc1	-2	-1	-0.8	20	-1	5	-4	-6	-1
CC(C)CCn1cnc2c(cnn2-c2ccc(F)cc2)c1=O	-3	-1	4.4	-6	13	0	38	14	3
CC(C)=CCC/C(C)=C/C(=O)O	-2	-3	0.5	-14	8	-2	6	4	-13
COC(=O)c1cc2sc(Cl)cc2n1Cc1nc(-c2ccccc2)oc1C	-2	-5	-0.5	34	10	-1	13	1	9
COc1cccc(CNC(=O)c2ccc(COc3ccccc3)cc2)c1	2	-4	0.7	-12	6	-5	24	18	31
O=C(CCCSc1nc2ccccc2[nH]1)NCc1ccccc1	-1	-1	2.1	-9	-1	-2	-21	6	11
Oc1ccccc1N1CCN(c2ncccn2)CC1	0	2	0.5	31	5	-3	47	-16	-20
Cc1cc(NC(=O)c2cccnc2Cl)ccc1NC(=O)c1cc2ccccc2o1	-1	-6	-0.5	6	-5	-6	10	13	-22
NC(=O)C1CCN(C(=O)c2ccc3c(=O)n(Cc4ccco4)c(SCc4ccc([N+](=O)[O-])cc4)nc3c2)CC1	0	-7	-0.5	31	10	2	8	8	19
COc1ccc(OC)c(S(=O)(=O)N2Cc3ccccc3CC2C(=O)Nc2nccs2)c1 (stereo not drawn)	-1	2	6.0	-86	17	1	12	7	19
Cn1c(=O)c2c(-c3ccccc3)n(-c3ccccc3O)cc2n(C)c1=O	-2	-2	-1.6	0	-10	-3	26	7	14
CCOc1ccccc1NC(=O)CC1Nc2ccccc2NC1=O (stereo not drawn)	-5	0	-1.0	11	9	-2	-6	2	12
Cn1ncc(C#N)c1NC(=O)C1CC(c2ccccc2Cl)=NO1 (stereo not drawn)	-2	-2	-1.1	5	-11	-2	11	5	13
COc1ccc(CNC(=O)CN(C(=O)c2ccc(CN3CCOCC3)o2)C2CCCC2)cc1	-6	-1	0.7	3	7	0	11	16	15
O=C(NC1CCCCC1)c1ccc(S(=O)(=O)N2CCCC2)cc1	-4	0	-1.0	-1	9	0	17	-9	11
COCCN(C(=O)Cc1cccs1)C(C(=O)NC1CCCC1)c1cc(OC)c(OC)c(OC)c1 (stereo not drawn)	-6	1	1.3	2	3	-3	18	1	11
CC(=O)C1=C(O)C(=O)N(c2nnn(C)n2)C1c1cccs1 (stereo not drawn)	1	1	-2.5	-17	14	1	-7	-4	8
O=C(C1CCC(=O)N(C2CC2)C1)N(CCO)Cc1ccccc1 (stereo not drawn)	-1	-3	1.6	7	-5	-2	10	-2	-1
Cc1cccc(C)c1OCc1cc(C(=O)N(C)Cc2nc3ccccc3[nH]2)no1	-3	-9	0.4	14	-34	0	16	9	-18

Further compounds follow:
Molecule	APJ agonist	XBP1 UPR activ	CHOP UPR activ	Mdm2-MdmX inh	tim23-1 inh	GRIN3A LBD mod	NALP3 yeast inh	TIM10 inh	tim10-1 inh
C/C(=N\NC(=O)CSc1nnc(C)s1)c1ccc(O)cc1	-3	-3	1.9	11	-17	3	4	1	-8
Cc1cc(Br)ccc1OCCCCNC(C)(C)C	-1	-1	2.0	27	5	-1	31	13	16
O=c1[nH]c(SCc2cccc(Cl)c2)nc2[nH]ncc12	-6	-1	-0.2	-16	7	-2	18	15	21
O=C(Cc1c(F)cccc1Cl)Nc1ccc(-n2cnnn2)cc1	-5	2	-0.4	-14	8	0	16	-10	-3
Cc1csc(=O)n1CCC(=O)OC(C)C(=O)Nc1ccc(N2CCOCC2)cc1 (stereo not drawn)	-2	-1	-1.3	-7	15	1	17	1	7
COc1cc(C(=O)NNC(=S)NC(=O)c2ccc3c(c2)OCO3)cc(OC)c1OC	-7	-2	-0.5	38	19	0	25	32	16
Clc1cccc(C2Nc3cccc4cccc(c34)N2)c1	7	2	4.7	16	47	-1	20	26	28
CCOCc1nnc(NC(=O)C2CC(=O)N(CCc3ccc(F)cc3)C2)s1 (stereo not drawn)	-2	0	-0.3	9	5	0	12	-3	2
COc1ccccc1NC(=O)CN(Cc1ccco1)C(=O)c1cccs1	-4	0	-1.8	6	22	4	-4	8	15
CCCNC(=O)c1ccc2c(=O)c(O)c(-c3ccc(Cl)c([N+](=O)[O-])c3)[nH]c2c1	12	2	1.1	36	26	-6	8	-25	8
CCC1(c2ccc(F)cc2)NC(=O)N(CC(=O)N(C)C2CCS(=O)(=O)C2)C1=O (stereo not drawn)	1	0	1.1	11	-9	0	5	-4	-4
O=C(Nc1ccc(O)cc1)N1CCOCC1	1	1	1.1	14	8	4	11	16	-6
Nc1nnnn1/N=C/c1ccc(F)cc1	-1	1	0.4	-3	17	0	-1	-1	27
O=C(CN1CCN(C2CCCCC2)CC1)Nc1ccccc1N1CCCCC1	-1	-3	-0.6	20	9	-4	22	4	-10
N#Cc1cc(-c2ccccc2)oc1NC(=O)c1ccccc1	-2	0	0.4	12	16	-3	-9	-10	-6
FC(F)(F)c1ccccc1CNCc1ccc2c(c1)OCO2	4	1	0.9	13	-12	-1	14	5	12
CN1CCc2c(sc(NC(=O)CS(=O)(=O)c3ccc(F)cc3)c2C(N)=O)C1	1	4	0.6	-21	7	0	-6	2	-1
CCOc1ccccc1N(CC(=O)OC)S(=O)(=O)c1ccccc1	-11	-1	-0.6	0	27	2	-9	5	35
Cc1nn(-c2ccccc2)c(N)c1Sc1ccccc1[N+](=O)[O-]	-1	-2	-0.3	0	34	-2	9	20	26
O=C(COc1ccc(Cl)cc1Cl)N1CCCCCC1	-5	0	2.9	-9	25	0	5	19	20
CCOC(=O)n1cc(-c2cnc(CNC(=O)C(C)(c3ccccc3)c3ccccc3)o2)c2ccccc21	2	-1	-0.4	0	15	2	11	4	14
Fc1ccc(NCc2n[nH]c(=S)n2Cc2ccccc2)cc1	0	0	1.9	-14	28	-1	24	8	25
CN(C)C(=O)c1cc(Cl)ccc1Sc1cc(Cl)ccc1Cl	-2	-2	-0.1	-11	40	-4	20	13	31
CC(=O)Nc1nc(C)c(Oc2cccc(C(F)(F)F)c2)c(=O)[nH]1	0	5	1.1	16	17	2	7	15	10
COC(=O)Cn1cnc2c(cnn2-c2ccc(OC)cc2)c1=O	-2	-1	2.5	7	3	-1	2	2	-4

(next part)
Molecule	APJ agonist	XBP1 UPR activ	CHOP UPR activ	Mdm2-MdmX inh	tim23-1 inh	GRIN3A LBD mod	NALP3 yeast inh	TIM10 inh	tim10-1 inh
CCOC(CNC(=O)c1cc(C)nn1-c1ccccc1)OCC	-3	-2	-1.2	5	13	-1	12	6	-2
Cc1ccc(S(=O)(=O)Nc2cc(C(F)(F)F)ccc2N2CCOCC2)cc1C	-15	-1	2.5	-3	34	-10	5	10	10
c1cc(-c2noc(CC3CCCCC3)n2)ccn1	4	2	1.5	-4	8	1	-5	11	6
Cc1noc(C)c1COC(=O)c1ccc(S(=O)(=O)N2CCCCC2)cc1	-1	0	2.1	-16	16	-1	12	16	17
CCCc1nnc(NC(=O)c2cccc(OC)c2)s1	0	0	1.9	-64	23	-1	47	12	30
CC(=O)Nc1ccc(NC(=O)CN(c2cccc(C)c2)S(C)(=O)=O)cc1	-5	-1	0.6	-11	-6	-2	14	-7	11
C[C@@H](NC(=O)Cn1cnc2c(NCc3ccccc3)ncnc21)c1cccc2ccccc12	x	0	2.7	20	40	-1	x	6	24
COc1ccc(CC2(C)OC(c3ccc(C)cc3)=NN2C(C)=O)cc1 (stereo not drawn)	-2	1	1.6	10	1	-2	34	-9	-10
CC(C)Oc1cc(NC(=O)CS(=O)CC(=O)Nc2cccc(C(F)(F)F)c2)c(Cl)cc1Cl (stereo not drawn)	-2	-1	1.9	19	20	26*	11	21	8
O=C(O)CCC/C=C\C[C@@H]1[C@@H](/C=C/[C@@H](O)COc2cccc(Cl)c2)[C@H](O)C[C@@H]1O	-3	-5	-2.0	-11	12	-1	7	10	2
O=C(O)CCC(=O)c1c[nH]c2ccccc12	-1	0	-0.2	-12	-1	-1	-14	-2	3
CCOc1ccccc1NC(=O)CN(c1ccc(C)cc1)S(=O)(=O)c1c(C)noc1C	-5	2	-1.1	19	23	2	18	28	35
CCC1CCCCN1C(=O)CSc1nc(N)c(NC(=O)c2ccc(OC)c(OC)c2)c(=O)[nH]1 (stereo not drawn)	-3	-2	-0.6	11	-4	1	4	-3	-20
CCC(=O)Nc1c(-c2ccccc2)c(=O)c2ccccc2n1C	1	-2	-0.1	20	12	-2	-3	18	9
CC(=O)C1[C@H](N(C)C)CC2C3CC=C4CC(O)CC[C@]4(C)C3CC[C@@]21C (stereo partly drawn)	0	-6	-1.6	4	19	0	28	-18	3
C=C(C)Cn1c(NCCC)nc2c1c(=O)n(C)c(=O)n2C	-2	-1	-1.8	17	-9	1	10	-6	-25
CC(=O)Oc1ccc(C(=O)[C@H]2[C@H]3C(=O)N(c4cccc5ccccc45)C(=O)[C@H]3[C@@H]3C=CC=NN32)cc1	1	-2	-0.2	15	24	-15	8	10	36
C[C@H]1CN=C(Nc2ccccc2)N1CCC1CCCCC1	0	-1	-1.5	14	-19	-2	10	-6	-22
COc1ccc(-c2noc(CCCC(=O)N3CCOCC3)n2)cc1	-2	-1	0.5	-4	13	-5	13	6	11
CC1(O)N(Cc2ccccc2)C(=O)OC12CCCCC2 (stereo not drawn)	-3	0	-2.1	0	-4	-1	4	-12	-10
O=C1CCCN1c1ccc(S(=O)(=O)N2CCN(c3ccccc3)CC2)cc1	-3	-3	-0.1	17	-16	-3	8	-11	-17
CCN(C(=S)Nc1cccc(C)c1)c1ccccc1	-3	-3	-0.9	6	8	-2	-12	-11	-3

Sorted by molar mass (low to high): part of the list above.
Molecule	APJ agonist	XBP1 UPR activ	CHOP UPR activ	Mdm2-MdmX inh	tim23-1 inh	GRIN3A LBD mod	NALP3 yeast inh	TIM10 inh	tim10-1 inh
CCC(=O)Nc1c(-c2ccccc2)c(=O)c2ccccc2n1C	1	-2	-0.1	20	12	-2	-3	18	9
COc1ccc(CC2(C)OC(c3ccc(C)cc3)=NN2C(C)=O)cc1 (stereo not drawn)	-2	1	1.6	10	1	-2	34	-9	-10
Cc1noc(C)c1COC(=O)c1ccc(S(=O)(=O)N2CCCCC2)cc1	-1	0	2.1	-16	16	-1	12	16	17

This is a random part of the collection. About 8.2% of those tested had a hit in this group.
